Screening data: PubChem, several laboratories
PvdQ acylase: P. aeruginosa PvdQ acylase inhibition; purified PvdQ acylase, fluorescence plate reader; inhibition, % at 10 µM; 340,000 compounds, 0.063% hits; in the data active means inhibition above about 30%, passing the limit was not always enough;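 further: 0% = vehicle neutral wells and 100% = reference inhibitor wells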
Rtt109 Vps75: inhibitors of Candida albicans Rtt109/Vps75 histone acetyltransferase. Q5AAJ8. purified Rtt109/Vps75, ThioGlo CoA-SH fluorescence, 4 h. inhibition, % at 34.9 µM. 330,000 compounds, 0.16% hits. AID 540336;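 active means inhibition of at least 50% in every replicate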
Target sequence (Q5AAJ8 whole entry, looked up): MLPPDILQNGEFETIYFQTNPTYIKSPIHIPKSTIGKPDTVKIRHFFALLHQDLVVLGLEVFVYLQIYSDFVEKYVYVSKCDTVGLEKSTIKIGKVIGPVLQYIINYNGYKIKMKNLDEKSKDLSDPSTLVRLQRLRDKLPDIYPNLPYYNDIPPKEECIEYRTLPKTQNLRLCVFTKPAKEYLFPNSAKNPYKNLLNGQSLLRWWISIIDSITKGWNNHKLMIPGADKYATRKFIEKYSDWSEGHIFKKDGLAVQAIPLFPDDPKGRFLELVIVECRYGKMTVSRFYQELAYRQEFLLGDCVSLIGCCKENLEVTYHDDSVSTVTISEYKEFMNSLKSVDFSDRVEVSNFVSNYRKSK
Wnt bcat act: activates Wnt/beta-catenin signaling in a reporter cell assay. activator, plate reader. activation, % at 9.35 µM. 300,000 compounds, 1.2% hits; in the data active means activation above about 30%, passing the limit was not always enough;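 further: 0% = neutral control wells and 100% = positive control wells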
CDK5 inh: inhibitors of human CDK5/p35 kinase. Q00535+Q15078. Recombinant CDK5/p35, ADP-Glo luminescence, 60 min. inhibition, % at 10 µM. 330,000 compounds, 0.01% hits. AID 488839;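 active means highest replicate inhibition of at least 50% and at least 75% of replicates reaching 50%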;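 further: plate controls were DMSO neutral control for no effect and GW8510 at 10 µM for full effect; many of its hits are not listed in these tables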
cardiac RTF act: cardiac RTF calcium sensitization; AID 493008; 340,000 compounds, 0.24% hits; IANBD-labeled TnC RTF fluorescence at EC20 calcium; 0% EC20 calcium, 100% full calcium; activation, % at 7.2 µM;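 active means activation above the mean over all tested compounds plus 3 SD, cut at about 30% in these data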;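 further: rise in fluorescence read as greater calcium sensitivity of cardiac thin filaments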
SR-BI uptake up: enhances SR-BI lipid uptake from DiI-HDL; CHO ldlA[mSR-BI] cells, DiI-HDL uptake fluorescence, 3 h; 100 = double the neutral-control signal; activation, % at 12.5 µM; 320,000 compounds, 0.096% hits; AID 504775;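 active means mean replicate activation of at least 60% and every replicate at or above 60%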;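 further: 0% = median plate neutral-control signal and 100% = twice that signal; values of inactives mirror those of a sister screen read the other way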
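Material: SR-BI-overexpressing, LDLR-lacking CHO cells | Dosing: Single compound concentration, delivered by pin transfer | Probe or stimulus: Labelled HDL, 10 µg/mL | Signal: Bottom-read cell fluorescence after medium removal, ex 550/em 595 nm | Schedule: 3 h, 37 °C | Evaluation: HDL uptake via cellular fluorescence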
HTR5A ag ctr: HTR5A agonism, opioid heterodimer counter-screen; HTR5A agonist assay, luminescence, cell-based; 340,000 compounds, 0.61% hits; activation, % at 9.3 µM; in the data active means activation mostly above about 9.5%, no sharp cut-off; inactive means mostly below about 7.6%;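 further: 0% = cells with vehicle only and 100% = reference agonist; strong numbers were not always called active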
Target sequence (P47898 whole entry, looked up): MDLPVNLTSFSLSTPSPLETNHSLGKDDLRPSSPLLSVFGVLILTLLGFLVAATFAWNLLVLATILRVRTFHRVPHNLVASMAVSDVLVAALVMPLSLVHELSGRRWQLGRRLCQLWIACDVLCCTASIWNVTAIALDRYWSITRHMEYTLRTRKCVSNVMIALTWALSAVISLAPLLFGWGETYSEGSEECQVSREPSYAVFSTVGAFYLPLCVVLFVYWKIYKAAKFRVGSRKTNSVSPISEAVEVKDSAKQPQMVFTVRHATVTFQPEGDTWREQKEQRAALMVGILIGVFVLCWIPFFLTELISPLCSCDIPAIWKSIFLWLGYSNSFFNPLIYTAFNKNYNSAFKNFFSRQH
dFosB act: mouse delta FosB homodimer activation; P13346; purified delta FosB, TAMRA-CDK5 oligo fluorescence polarization; percent of positive-control signal above neutral wells; activation, % at 25 µM; 340,000 compounds, 0.99% hits; AID 493131;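 active means mean activation above about 17%, with every replicate also reaching it, limit read from the data, passing the limit was not always enough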;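 further: fluorescence polarization rise as delta FosB binds a TAMRA Cdk5 AP-1 oligo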
Target sequence (P13346 whole entry, looked up): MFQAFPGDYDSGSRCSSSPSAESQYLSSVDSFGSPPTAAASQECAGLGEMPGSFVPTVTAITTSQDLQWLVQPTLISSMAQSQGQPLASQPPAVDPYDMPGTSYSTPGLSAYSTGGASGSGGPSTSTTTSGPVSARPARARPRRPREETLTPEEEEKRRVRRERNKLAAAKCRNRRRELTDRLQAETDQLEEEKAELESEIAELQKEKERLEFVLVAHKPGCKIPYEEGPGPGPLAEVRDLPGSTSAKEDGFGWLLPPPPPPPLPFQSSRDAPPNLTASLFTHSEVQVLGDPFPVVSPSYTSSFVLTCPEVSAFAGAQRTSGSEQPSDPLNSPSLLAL
MITF act: activators of MITF-driven TRPM1 promoter activity in SK-MEL-5 cells | SK-MEL-5 TRPM1-promoter luciferase, 24 h; % of positive control, neutral wells = 0 | activation, % at 12.5 µM | 300,000 compounds, 0.75% hits;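 active means mean activation of at least 80% with every replicate also reaching 80%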;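 further: 0% = neutral control wells and 100% = parthenolide positive control wells; values of inactives mirror those of a sister screen read the other way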
SR-BI DiI inh: mouse SR-BI HDL lipid transfer inhibition; ldlA[mSR-BI] CHO cells, DiI-HDL uptake fluorescence, 3 h; AID 488896; Q61009; inhibition, % at 12.5 µM; 320,000 compounds, 0.96% hits;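 active means mean replicate inhibition of at least 70% and a set share of replicates each scoring 70 or more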;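 further: 0% = median of neutral control wells and 100% = median of positive control wells; values of inactives mirror those of a sister screen read the other way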
Starred values were filed as active, the others as inactive; / = not tested or not shown.

entry	SMILES	CDK5 inh	HTR5A ag ctr	Rtt109 Vps75	SR-BI uptake up	Wnt bcat act	dFosB act	cardiac RTF act	SR-BI DiI inh	PvdQ acylase	MITF act
1	C/C(=N\Nc1nccnc1Cl)c1c(F)c(F)c(F)c(F)c1F	-2.6	2	/	3	/	-2	-4	-3	0	5
2	CC(C)c1ccc(NC(=O)CSc2nnc(CN3CCOCC3)n2C)cc1	1.7	0	6	-1	5	-7	2	1	-1	2
3	Cc1ccc(-c2csc3nc4c5ccccc5c(NCCCN(C)C)nn4c(=O)c23)cc1	-0.8	0	-110	11	-25	1	4	-11	-3	-85
4	Cc1ccc(C)c(NC(=O)c2cc(S(=O)(=O)N3CCOCC3)cn2C)c1	0.6	3	6	-6	-1	1	6	6	6	0
5	O=C(NCc1cccnc1)c1cccc(S(=O)(=O)Nc2ccc(F)cc2)c1	-0.6	2	/	37	-4	-4	-7	-37	9	2
6	CCN(CC)S(=O)(=O)c1ccc2c3c(cccc13)C(=O)S2	0.1	0	/	/	/	6	4	/	1	4
7	CCOc1ccccc1N1CCN(C(=O)c2ccccc2OCc2c(C)noc2C)CC1	-0.4	6	-6	-9	1	0	3	9	-16	5
8	CCn1nnc2c(=O)oc3ccccc3c21	-0.5	-1	-4	13	-1	4	0	-13	-13	-7
9	O=C(CSc1ccc(Cl)cc1)NCc1ccncc1	1.5	2	-7	-11	-1	-1	0	11	-8	4
10	CC(=O)Nc1ccc(/C=N/NC(=O)CCN2CCN(c3ccccc3)CC2)cc1	-3.6	-1	-6	9	-1	-1	-1	-9	-7	-5
11	CN(C)S(=O)(=O)c1ccc(Cl)c(NC(=O)COC(=O)CCC2CCCCC2)c1	-0.4	-1	2	-4	0	-7	-6	4	1	4
12	CCCc1nnc(NC(=O)CCC(=O)N2CCN(S(=O)(=O)c3ccc(C)cc3)CC2)s1	-1.1	3	-1	/	1	-10	1	/	-9	8

Shown field by field: entries from further up.
(2) CC(C)c1ccc(NC(=O)CSc2nnc(CN3CCOCC3)n2C)cc1
- CDK5 inh: 1.7
- HTR5A ag ctr: 0
- Rtt109 Vps75: 6
- SR-BI uptake up: -1
- Wnt bcat act: 5
- dFosB act: -7
- cardiac RTF act: 2
- SR-BI DiI inh: 1
- PvdQ acylase: -1
- MITF act: 2
(3) Cc1ccc(-c2csc3nc4c5ccccc5c(NCCCN(C)C)nn4c(=O)c23)cc1
- CDK5 inh: -0.8
- HTR5A ag ctr: 0
- Rtt109 Vps75: -110
- SR-BI uptake up: 11
- Wnt bcat act: -25
- dFosB act: 1
- cardiac RTF act: 4
- SR-BI DiI inh: -11
- PvdQ acylase: -3
- MITF act: -85

Later entries:
entry	SMILES	CDK5 inh	HTR5A ag ctr	Rtt109 Vps75	SR-BI uptake up	Wnt bcat act	dFosB act	cardiac RTF act	SR-BI DiI inh	PvdQ acylase	MITF act
13	O=S(=O)(c1cccc(-c2nnco2)c1)N1CCCC1	0.0	-2	-4	15	1	-5	-3	-15	-7	-9
14	CC1(CC(=O)NNC(=O)Nc2ccccc2)OCCCO1	-0.2	-14	6	22	/	6	4	-22	3	1
15	COc1ccc(NC(=O)CCNS(=O)(=O)c2ccc3c(c2)c(=O)n(C)c(=O)n3C)c(OC)c1	2.4	-5	-7	6	/	0	-2	-6	-7	-4
16	O=C(O)c1ccc(/C=N/NC(=O)c2ccc(F)cc2)cc1	-0.3	1	-1	28	-1	1	-4	-28	0	1
17	O=C(CSc1nnc(-c2ccccc2F)n1C1CC1)Nc1cccnc1Cl	2.6	-2	-8	30	0	-4	10	-30	-3	-5
18	COCCN1C(=O)c2oc3ccccc3c(=O)c2C1c1ccc(OC)c(OC)c1 (stereo unspecified)	-0.7	0	2	25	-3	0	2	-25	-9	1
19	COCc1cc(=O)[nH]c2cc(NC(=O)C3CC3)c(C)cc12	0.9	6	-10	14	50*	-1	-2	-14	-8	-17
20	CN(Cc1cccnc1)C(=O)CNC(=O)c1ccc(Cl)cc1Cl	-0.1	-4	2	14	-2	0	-2	-14	3	-16
21	COc1ccc2[nH]cc(C(O)CN3CCC(C(N)=O)CC3)c2c1 (stereo unspecified)	0.3	-2	-3	11	/	0	-3	-11	2	1
22	Cc1nc(N)c(C#N)c(-c2ccccc2)c1C	-0.3	-1	-3	-3	/	-4	-5	3	-4	-2
23	COC(=O)[C@@]12CCCCN1[C@H](c1ccc(-c3ccc(C(C)=O)cc3)cc1)[C@H]1C(=O)N(C)C(=O)[C@H]12	3.6	3	-4	7	0	-6	7	-7	-4	8
24	C=CCOc1c(CNn2nnnc2N)cccc1OC	1.3	8	3	6	/	-1	2	-6	-3	-4
25	CCc1ccc(S(=O)(=O)c2ccc(-n3nc(C)cc3N)cc2)cc1	-1.5	10	-2	14	-1	0	-3	-14	-7	-4
26	COc1ccccc1NC(=O)CSc1ccc(-c2ccccn2)nn1	0.3	1	6	2	3	-6	-5	-2	4	8
27	O=C(CCNC(=O)c1ccco1)NNC(=O)c1ccc(Br)cc1	2.9	-9	9	5	0	-7	-1	-5	6	-4
28	O=C(COC(=O)/C=C/c1ccco1)Nc1cccc([N+](=O)[O-])c1	-0.5	-1	16	10	-1	-5	1	-10	2	7
29	CC(C)c1nnc(NC(=O)C2CC(=O)N(CCc3ccc(F)cc3)C2)s1 (stereo unspecified)	-0.5	0	4	/	1	-2	-4	/	-6	/
30	CC(OC(=O)Cc1ccc(F)cc1)C(=O)N1CCc2ccccc21 (stereo unspecified)	-7.9	-7	6	-26	-6	-3	-8	26	-11	-1
31	COc1ccc(C(=O)Nc2ccccc2C(=O)Nc2ccccn2)cc1	0.2	1	2	-34	9	-24	4	34	-8	/
32	O=C(NC1CCCC1)C1CC(=O)N(c2ccc(F)cc2)C1 (stereo unspecified)	1.1	-2	5	-1	-4	6	-1	1	-17	-11
33	CC1CN(C(=O)COC(=O)/C=C/c2cccc([N+](=O)[O-])c2)CC(C)O1 (stereo unspecified)	-0.4	-6	7	-16	-5	1	2	16	-6	-7
34	CC1CC(C)CN(c2ncnc3c2cnn3Cc2ccc(Cl)cc2)C1 (stereo unspecified)	1.2	-1	6	5	/	-7	3	-5	-11	-1
35	Cc1ccccc1NC(=O)C1CCN(c2cc(-c3ccccc3)nc3ncnn23)CC1	-0.8	-1	-9	-1	/	24*	0	1	-12	-3
36	O=C1/C(=C/C=C/c2ccccc2)Oc2c1ccc(O)c2CN1CCN(CCO)CC1	0.7	1	-11	/	-4	-6	43*	/	1	-1
37	O=C(NC1CC1)C1=C[C@H](c2ccc(C(F)(F)F)cc2)C[C@H](OCCCCO)O1	0.1	-3	-2	10	-1	-4	-6	-10	18	2
38	Cc1ccn2c(=O)nc(SCC(=O)N3CCCCC3)nc2c1	-0.7	1	13	-2	2	-5	-8	2	-2	-1
39	CC(C)CC(C(=O)NC(=O)NCc1ccccc1)N1C(=O)c2ccccc2C1=O (stereo unspecified)	-1.1	0	0	10	/	-3	-5	-10	6	-3
40	O=C1c2cccc3c(O)ccc(c23)C(=O)N1Cc1ccco1	-0.3	12	5	13	-3	-10	574*	-13	20	/
41	O=C(COc1ccc(Cl)cc1)Nc1ncccn1	-4.6	-3	-1	20	/	3	-9	-20	6	47
42	O=C(/C=C/c1ccco1)Nc1cccnc1	-1.2	0	0	6	53*	-2	1	-6	-7	42
43	COCCNC(=O)C(c1ccncc1)N(C(=O)Cn1nnc2ccccc21)c1ccc(OC)cc1 (stereo unspecified)	0.7	5	4	-10	-3	-5	1	10	-12	/
44	COc1cccc(/C=C/C(=C2/C(=O)N(c3ccccc3)N=C2C)c2ccccc2)c1OC	-1.3	-2	-2	11	/	-4	10	-11	-1	11
45	O=C(CSc1ncnc2scc(-c3ccccc3)c12)NCc1ccc2c(c1)OCO2	-0.2	2	4	25	-7	-4	-9	-25	-8	8
46	O=C(COC(=O)[C@@H]1CC(O)CN1S(=O)(=O)c1ccc2c(c1)OCCO2)NCc1ccc(F)cc1 (stereo partly specified)	-1.1	-2	0	-2	-1	-10	4	2	-11	6
47	CN1CCCN(C(=O)CNC(=O)c2ccc(Cl)cc2Cl)CC1	-0.3	0	1	-15	0	-3	1	15	-7	3
48	COc1ccc(-n2ccnc2SCC(=O)Nc2ccc(OC)cc2OC)cc1	2.4	0	7	-20	/	-11	-1	20	-11	-8
49	COC(=O)c1cccc(NC(=O)CN2CCOCC2)c1	1.2	9	-21	2	/	-6	-1	-2	-11	11
50	O=C(CCC(=O)N(CC(=O)NC1CCCCC1)Cc1ccccc1)Nc1nccs1	-0.1	2	-9	/	0	11	4	/	-9	/
51	CCn1nnc(-c2ccccc2NC(=O)c2ccc(-n3cnnn3)cc2)n1	2.5	-4	16	-65	/	-19	1	65	-1	6
52	Cc1ccc(S(=O)(=O)N2CCCCC2)cc1NC(=O)Cn1cc(C(F)(F)F)ccc1=O	1.2	-2	5	27	5	5	-4	-27	1	1
53	CCN(CC(=O)Nc1ccc(OC)cc1)C(=O)CCc1nc2ccccc2c(=O)[nH]1	-0.7	-2	6	17	-5	5	-3	-17	-6	3
54	Cc1onc(-c2ccccc2)c1C(=O)Nc1c(C)n(C)n(-c2ccccc2)c1=O	-1.0	2	2	20	/	7	-4	-20	-4	2
55	CC1CCCC(NC(=O)CSc2nnc(-c3cccnc3)n2N)C1C (stereo unspecified)	-1.2	-4	-7	17	-3	-8	-6	-17	2	-3
56	S=C(Nc1ccc(Cl)c(Cl)c1)NN1CCOCC1	-0.3	1	-1	4	/	-9	-2	-4	-16	-4
57	COc1ccc(-n2ccnc2CN2CCN(C3CCCC3)C(CCO)C2)cc1 (stereo unspecified)	0.2	-4	-4	/	-1	-18	0	/	-8	-4
58	Cc1c(Cl)cccc1Nc1nc(N)nc(CN2CCCCCC2)n1	-0.3	3	1	-18	/	1	-10	18	-4	10
59	CN(C)S(=O)(=O)c1cc(NC(=O)CN2CCN(c3ccc(O)cc3)CC2)ccc1Cl	0.3	-2	1	-2	-1	1	-5	2	2	-10
60	CC(=O)c1cccc(CN2CCN(CCc3ccccc3)C(CCO)C2)c1 (stereo unspecified)	-0.9	1	1	2	0	-2	3	-2	-10	6
61	Cc1cc(C)c(C#N)c(N2CCN(c3ccccc3F)CC2)n1	-0.9	3	-2	-18	-3	-8	-4	18	-10	2
62	NC(=O)c1nc(-c2ccco2)nc2c1[nH]c(=O)n2-c1ccc(Cl)c(Cl)c1	-2.2	2	11	/	-4	-4	-1	/	10	-2
63	COc1ccc2[nH]cc(CCNC(=O)Cc3ccc(Br)cc3)c2c1	-1.3	5	3	-13	0	-3	0	13	0	/
64	Cc1cc(C)c(S(=O)(=O)c2cccc(C(F)(F)F)c2)c(=O)[nH]1	1.6	-1	-5	/	-2	0	4	/	-13	4
65	C/C(=N\Nc1nc(C)cc(-c2ccccc2)n1)c1ccc(C)o1	-0.4	1	9	-7	-2	-16	7	7	-1	-8
66	COc1ccc(NC(=O)c2ccc(NS(=O)(=O)c3c(C)noc3C)cc2)cc1OC	-5.0	1	-3	-53	-5	-3	6	53	-2	7
67	CCC(C)N(C(=O)CSc1nnc(COc2ccccc2F)n1N)C1CCS(=O)(=O)C1 (stereo unspecified)	-0.8	2	4	6	-3	5	-4	-6	-14	6
68	CC(=O)NC(CC(=O)NC1CCCCCC1)c1ccccc1 (stereo unspecified)	-2.3	8	2	23	/	-5	10	-23	1	-3
69	CC1CCCC(C)N1NC(=O)Cc1ccccc1 (stereo unspecified)	0.3	9.7*	11	/	-1	-6	0	/	6	-4
